High-throughput results deposited in PubChem by Sanford-Burnham Center for Chemical Genomics.
A3A deaminase – blocks human APOBEC3A ssDNA deamination | inhibition, % at 20 µM | 330,000 compounds, 0.41% hits | recombinant A3A, FAM/TAMRA ssDNA deamination fluorescence | P31941 | AID 493011;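 active = at least 40% inhibition at 20 µM here, with at most 30% in a related deaminase screen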;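 also: plate controls were A3A with DMSO for no effect and wells lacking A3A enzyme for full effect; some results filed as inactive read as strong as hits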
Target sequence (P31941 whole entry, looked up): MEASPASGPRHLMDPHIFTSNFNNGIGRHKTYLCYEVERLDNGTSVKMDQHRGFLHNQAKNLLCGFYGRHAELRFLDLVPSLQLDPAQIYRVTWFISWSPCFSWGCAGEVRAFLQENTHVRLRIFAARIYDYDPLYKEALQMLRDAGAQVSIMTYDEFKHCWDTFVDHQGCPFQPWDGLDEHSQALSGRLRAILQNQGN
PfG6PD inh – PfG6PD (Plasmodium falciparum) enzyme inhibition | PfGluPho enzyme, NADPH resazurin-diaphorase fluorescence | inhibition, % at 20 µM | 350,000 compounds, 0.78% hits;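 active = inhibition reaching at least a set limit at 20 µM in the primary screen, cut at about 59% in these data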;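 also: 0% = DMSO wells with substrate and 100% = DMSO wells lacking glucose-6-phosphate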
hIAP block – human IAP inhibition; P09923; purified IAP, CDP-Star luminescence, 30 min; inhibition, % at 10 µM; 330,000 compounds, 0.12% hits;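 active = inhibition reaching a set limit with compound at 10 µM in the primary screen, cut at about 35% in these data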;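 also: plate controls were DMSO wells with enzyme for no effect and no-enzyme buffer wells for full effect; values of inactives mirror those of a sister screen read the other way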
Target sequence (P09923 whole entry, looked up): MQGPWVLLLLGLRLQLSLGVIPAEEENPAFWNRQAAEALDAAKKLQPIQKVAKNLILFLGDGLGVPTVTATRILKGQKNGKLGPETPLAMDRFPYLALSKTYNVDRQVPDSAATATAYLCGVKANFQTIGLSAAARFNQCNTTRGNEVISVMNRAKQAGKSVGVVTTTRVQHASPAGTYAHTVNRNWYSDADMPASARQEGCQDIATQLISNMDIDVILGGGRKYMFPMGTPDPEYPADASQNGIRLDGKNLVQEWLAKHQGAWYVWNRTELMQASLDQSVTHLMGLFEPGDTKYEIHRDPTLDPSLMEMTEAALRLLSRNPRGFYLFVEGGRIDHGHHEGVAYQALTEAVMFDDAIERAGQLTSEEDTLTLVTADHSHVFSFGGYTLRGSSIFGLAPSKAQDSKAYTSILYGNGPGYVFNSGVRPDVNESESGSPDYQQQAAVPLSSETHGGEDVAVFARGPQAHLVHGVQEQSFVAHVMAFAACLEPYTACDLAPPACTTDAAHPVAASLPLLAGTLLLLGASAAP
HKDC1 inhibitor – inhibitors of human hexokinase HKDC1; Q2TB90; recombinant HKDC1, G6PDH/diaphorase resazurin coupled fluorescence; inhibition, % at 20 µM; 340,000 compounds, 0.16% hits;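 active = inhibition above about 35% when tested at 20 µM, limit read from the data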;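 also: plate controls were DMSO wells with enzyme for no effect and DMSO wells lacking enzyme for full effect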
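test system = in-house recombinant HK5 (HKDC1) enzyme | amount = HKDC1 at 5 µg/mL | control set = DMSO-enzyme wells negative, buffer-substituted wells positive | compound = one dose of 20 µM, 1% DMSO | schedule = reaction time 90 min, room temperature, protected from light | technique = resorufin fluorescence at 613 nm | reagent = glucose with 1 mM ATP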
ATG4B inhibitor – blocks human ATG4B protease cleavage of LC3 substrate; 340,000 compounds, 0.51% hits; AID 504462; ATG4B cleavage of LC3-PLA2, NBD-HPC fluorescence, 1 h; Q9Y4P1; inhibition, % at 8.33 µM; in the data active = inhibition above about 40%
hIAP activ – human IAP activation | purified human IAP, CDP-Star luminescence, 30 min; active compounds read high; 1 = vehicle-only enzyme, 0 = enzyme-free background | 330,000 compounds, 0.16% hits | activation factor at 10 µM | P09923;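 active = activation factor of the enzyme at least 2-fold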; also: the source names both 10 and 20 µM as test concentration; values of inactives mirror those of a sister screen read the other way
mIAP block – mouse IAP inhibition; 330,000 compounds, 0.2% hits; purified mouse IAP, CDP-Star luminescence, 30 min; inhibition, % at 10 µM;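 active = inhibition of at least 40% at 10 µM in the primary screen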;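 also: plate controls were DMSO with enzyme for no effect and no enzyme wells for full effect; values of inactives mirror those of a sister screen read the other way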
mIAP act – increases mouse intestinal alkaline phosphatase activity; AID 2805; 330,000 compounds, 0.24% hits; activation factor at 10 µM; muIAP, CDP-Star luminescence, 30 min; active compounds read high; 1 = vehicle-only enzyme signal, 0 = enzyme-free wells;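 active = activation factor of at least 2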; also: the source names both 10 and 20 µM as test concentration; values of inactives mirror those of a sister screen read the other way
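System: Mouse IAP enzyme | Also added: CDP-Star substrate | Dosing: Compounds dispensed in DMSO | Schedule: 30 min enzyme-substrate-compound incubation at room temperature | Technique: Chemiluminescence readout | Control set: DMSO-only wells and no-enzyme negative control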
Starred values were filed as active, the others as inactive; nt = not tested or not shown.

SMILES | A3A deaminase | PfG6PD inh | hIAP block | HKDC1 inhibitor | ATG4B inhibitor | hIAP activ | mIAP block | mIAP act
COc1cccc(C(=O)Nc2ccccc2-c2ccccc2)c1 | 4 | 4 | 10 | -9 | 0 | 0.9 | -7 | 1.1
COc1ccc(S(=O)(=O)Cc2ccc(C(=O)N3CCN(c4cc(Cl)ccc4C)CC3)o2)cc1 | 1 | -2 | 7 | -4 | -6 | 0.93 | 4 | 0.95
CC(C)C(=O)NNC(=O)CSc1nnnn1C(C)C | 0 | -15 | 7 | 14 | -6 | 0.93 | -4 | 1
COc1c(C)cc(C(=O)C2CCCN(C(=O)c3cc(C4CC4)[nH]n3)C2)cc1C (stereo not given) | 1 | -10 | -42 | -3 | 14 | 1.4 | -2 | 1
Cc1cc(C2C(C#N)=C(N)Oc3n[nH]c(C)c32)c(C)s1 (stereo not given) | -4 | -4 | 6 | 4 | 5 | 0.94 | -3 | 1
CCN(CC)CC(C)OC(=O)COc1ccc(OC)cc1 (stereo not given) | 2 | -4 | 20 | -9 | -7 | 0.8 | -6 | 1.1
NC(=O)C1CCN(C(=O)CCC(=O)N2CCOc3ccc(Cl)cc32)CC1 | -2 | -11 | -3 | -5 | -2 | 1 | 3 | 0.97
COc1cc(NC(=O)CN2C(=O)COc3ccc(S(=O)(=O)N4CCOCC4)cc32)cc(OC)c1 | -3 | 7 | -11 | -6 | -4 | 1.1 | 5 | 0.95
COc1ccc(C(=O)/C=C/c2ccc(OC)c(COc3ccccc3F)c2)cc1 | 3 | -5 | -18 | 3 | 2 | 1.2 | 9 | 0.91
CC(C)Cc1ccccc1O | -4 | nt | -8 | nt | nt | 1.1 | -9 | 1.1
Cc1ccc(-n2c(CCC(=O)O)ccc2-c2cccs2)cc1 | -1 | -5 | 10 | 5 | 23 | 0.9 | 6 | 0.94
COc1cc2ccccc2cc1C(=O)NC(=S)Nc1ccc(C(=O)O)cc1 | -6 | -18 | -8 | 3 | 1 | 1.1 | -2 | 1
COc1ccc(C)cc1NC(=O)n1ncc2cc(Cl)ccc21 | 0 | 8 | 3 | -5 | -1 | 0.97 | 1 | 0.99
Cc1ccc2nc(CCc3nc4ccc(C)cc4o3)oc2c1 | 0 | 23 | 4 | -3 | -15 | 0.96 | -13 | 1.1
CCOC(=O)C1(CCc2ccccc2)CCN(C(=O)Cc2nonc2C)CC1 | 1 | -16 | 2 | 19 | 7 | 0.98 | 2 | 0.98
Cc1cc(NC(=O)CC(C)C)c(=O)n(Cc2c(F)cccc2Cl)c1 | -4 | -10 | -27 | -2 | -1 | 1.3 | 8 | 0.92
Cn1nc(C(=O)NCC2CCCO2)c2ccccc2c1=O (stereo not given) | 3 | -12 | 11 | -1 | 2 | 0.89 | -8 | 1.1
O=C(Nc1c(-c2ccccc2)nc2ccccn12)c1ccco1 | 2 | -3 | 0 | -8 | -11 | 1 | -2 | 1
Cn1nnc2ccccc2c1=O | -1 | -7 | 0 | -4 | 5 | 1 | 6 | 0.94
CCC1Nc2ncnc(N3CCN(c4ccccc4)CC3)c2N(Cc2ccc(OC)cc2)C1=O (stereo not given) | 1 | 8 | 9 | 6 | -8 | 0.91 | -3 | 1
O=S(=O)(Nc1ccc(S(=O)(=O)Nc2nccs2)cc1)c1ccc(Br)cc1 | -1 | -11 | -16 | 0 | -3 | 1.2 | 0 | 1
COc1ccc(C(=O)Nc2cccc(C(=O)NCc3ccco3)c2)cc1 | 1 | 10 | -4 | -2 | -2 | 1 | 6 | 0.94
COc1cc(CNc2ncn[nH]2)cc(Br)c1OC | -3 | -2 | 18 | -11 | -4 | 0.82 | 5 | 0.95
CC(NC(=O)CN1C(=O)COc2ccccc21)c1ccccc1 (stereo not given) | 0 | -2 | 10 | -16 | -9 | 0.91 | -10 | 1.1
CCC(C)(C)NC(=O)CN(C(=O)CNS(=O)(=O)c1ccccc1)c1ccc2c(c1)OCCO2 | -7 | -24 | 5 | 4 | 5 | 0.95 | -3 | 1
COc1cc2[nH]c(=O)n(Cc3ccc(C(=O)NCCCN4CCN(C)CC4)cc3)c(=O)c2cc1OC | 4 | 0 | -3 | 0 | -20 | 1 | 7 | 0.93
COc1ccccc1COCC(O)CNCC1(N2CCCCC2)CCCCC1 (stereo not given) | 0 | 10 | 27 | -7 | -7 | 0.73 | 2 | 0.98
CCN(c1ccccc1)S(=O)(=O)c1ccc(OC)c(NC(=O)c2cc(Cl)ccn2)c1 | 23 | -6 | -5 | -3 | 3 | 1 | 2 | 0.98
CC(C)(C)c1cc(C(=O)N2CCc3ccccc32)ccn1 | -5 | -4 | -3 | -4 | 1 | 1 | 2 | 0.98
CC(C)CCNC(=O)CCCn1c(=O)[nH]c2ccc(Br)cc2c1=O | -5 | -8 | 5 | 3 | -5 | 0.95 | -9 | 1.1
N#Cc1cc(C#N)c(SCC(=O)NCC2CCCO2)nc1N (stereo not given) | -4 | 3 | 19 | -2 | 2 | 0.81 | 3 | 0.97
Cc1cc(C)c(NC(=O)CSCc2c(C)noc2C)c(Cl)c1 | 5 | 4 | 3 | -3 | -2 | 0.97 | 1 | 0.99
CCCN(CC(=O)Nc1cc(Cl)ccc1Cl)C(=O)/C=C/c1ccco1 | 77* | 22 | -8 | 13 | 3 | 1.1 | -5 | 1
COc1ccc2c3n([n+]([O-])c2c1)CCN=C3c1ccc(C)cc1 | -5 | -5 | 6 | 5 | -3 | 0.94 | 0 | 1
CN(C1CCCCC1)S(=O)(=O)c1ccc(NC(=O)c2ccco2)cc1 | 9 | -2 | 3 | -3 | -4 | 0.97 | 2 | 0.98
C[C@@H](C(=O)Nc1nc2ccc(F)cc2s1)N1C(=O)C2CC=CCC2C1=O (stereo not given in full) | 2 | -5 | -7 | -1 | 4 | 1.1 | -1 | 1
Cc1ccc(N(C(=O)CNC(=O)c2ccco2)C(C(=O)NCC2CCCO2)c2ccccc2)c(C)c1 (stereo not given) | -1 | 10 | 8 | 4 | 1 | 0.92 | 2 | 0.97
Cc1ccc(S(=O)(=O)N2CCCC2)cc1C(=O)O | 4 | -18 | 6 | 2 | 12 | 0.94 | -1 | 1
O=C(COC(=O)COc1ccccc1[N+](=O)[O-])Nc1ccc2c(c1)OCO2 | 2 | 2 | 9 | -1 | -1 | 0.91 | 6 | 0.94
CC(C)(C)c1ccc(C(=O)Nc2cccc(S(=O)(=O)NC3=NCCC3)c2)cc1 | 0 | 12 | 10 | 1 | 7 | 0.91 | 5 | 0.95

An excerpt from above in order of SMILES length, ascending.
SMILES | A3A deaminase | PfG6PD inh | hIAP block | HKDC1 inhibitor | ATG4B inhibitor | hIAP activ | mIAP block | mIAP act
COc1cc(CNc2ncn[nH]2)cc(Br)c1OC | -3 | -2 | 18 | -11 | -4 | 0.82 | 5 | 0.95
CC(NC(=O)CN1C(=O)COc2ccccc21)c1ccccc1 (stereo not given) | 0 | -2 | 10 | -16 | -9 | 0.91 | -10 | 1.1
C[C@@H](C(=O)Nc1nc2ccc(F)cc2s1)N1C(=O)C2CC=CCC2C1=O (stereo not given in full) | 2 | -5 | -7 | -1 | 4 | 1.1 | -1 | 1
CCN(c1ccccc1)S(=O)(=O)c1ccc(OC)c(NC(=O)c2cc(Cl)ccn2)c1 | 23 | -6 | -5 | -3 | 3 | 1 | 2 | 0.98
Cc1ccc(N(C(=O)CNC(=O)c2ccco2)C(C(=O)NCC2CCCO2)c2ccccc2)c(C)c1 (stereo not given) | -1 | 10 | 8 | 4 | 1 | 0.92 | 2 | 0.97

Entries listed so far printed as active in A3A deaminase:
SMILES | A3A deaminase | PfG6PD inh | hIAP block | HKDC1 inhibitor | ATG4B inhibitor | hIAP activ | mIAP block | mIAP act
CCCN(CC(=O)Nc1cc(Cl)ccc1Cl)C(=O)/C=C/c1ccco1 | 77* | 22 | -8 | 13 | 3 | 1.1 | -5 | 1

Additional structures
SMILES | A3A deaminase | PfG6PD inh | hIAP block | HKDC1 inhibitor | ATG4B inhibitor | hIAP activ | mIAP block | mIAP act
Cc1ccc(F)cc1NC(=O)/C=C/c1ccc(S(=O)(=O)N2CCOCC2)cc1 | -3 | -5 | -21 | 1 | -10 | 1.2 | -7 | 1.1
CCN(CC)CCCN1C(=O)C(O)=C(C(=O)c2ccco2)C1c1ccc(OC(C)C)cc1 (stereo not given) | -2 | 19 | -3 | 0 | -9 | 1 | -2 | 1
CCN(CC)CCOC(=O)c1ccc(Cl)cc1Cl | -1 | -6 | 2 | -13 | -5 | 0.98 | -13 | 1.1
Cc1ccc(SCCN2CCC(NC(=O)OCc3ccccc3)CCC2=O)cc1 (stereo not given) | -3 | 2 | 9 | 2 | -18 | 0.91 | 1 | 0.99
Cc1ccc(CNC(=O)C(=O)NCCC2=CCCCC2)cc1 | -3 | -11 | -2 | 19 | 9 | 1 | 2 | 0.98
Cc1nc(SCC(=O)c2cc3ccccc3oc2=O)c(C#N)c(-c2cccs2)c1C(=O)Nc1ccccc1 | -2 | 7 | -20 | -11 | 3 | 1.2 | 2 | 0.98
O=C(NC(N1CCOCC1)C(Cl)(Cl)Cl)c1ccco1 (stereo not given) | -2 | -6 | -19 | -6 | 4 | 1.2 | -11 | 1.1
CCS(=O)(=O)N1Cc2ccccc2CC1C(=O)Nc1cccc(OC)c1 (stereo not given) | 4 | 2 | -10 | -1 | 0 | 1.1 | -12 | 1.1
O=C(Nc1ccccc1Cl)c1ccc2nc(N3CCOCC3)sc2c1 | -2 | 4 | 8 | -3 | -8 | 0.92 | 1 | 0.99
CCCCC(O)(CCCC)C(=O)NNc1ccccc1 | 2 | 4 | -7 | -8 | -6 | 1.1 | 0 | 1
O=C(NCCCn1ccnc1)c1noc2c1CCc1ccccc1-2 | -2 | 34 | 10 | -2 | -11 | 0.9 | 6 | 0.94
CC(/C=C/c1ccccc1)=N/NC(=O)C(O)c1ccccc1 (stereo not given) | -3 | -16 | -32 | -7 | -4 | 1.3 | -7 | 1.1
COCC(=O)N(Cc1cc2cccc(C)c2[nH]c1=O)c1ccccc1 | -4 | -5 | 4 | -2 | -4 | 0.96 | 7 | 0.93
Cn1c(SCc2cccc(F)c2)nnc1-c1ccccn1 | -2 | -4 | -5 | -6 | 2 | 1.1 | 5 | 0.95
CCCCCn1c(N)c(-c2nc3ccccc3o2)c2c([N+](=O)[O-])nn(CC)c(=O)c21 | -6 | -1 | -24 | 21 | 2 | 1.2 | -6 | 1.1
Cc1ccc(Nc2nc(COC(=O)C3CC3)cs2)cc1 | 1 | 7 | -5 | 5 | -7 | 1.1 | 2 | 0.98
CN1C(=O)[C@H]2[C@@H](/C=C/c3ccccc3)N3C(=O)CN(Cc4ccc(-c5ccccc5)cc4)C(=O)[C@@]3(Cc3ccccc3)[C@H]2C1=O | -4 | 6 | 14 | -3 | -11 | 0.86 | 2 | 0.98
